TLR9-MyD88 block = inhibitors of human TLR9-MyD88 binding. Q9NR96+Q99836. AID 504734. actives 0.21% (n = 340,000). inhibition, % at 4.98 µM. CHO BLA complementation TLR9-MyD88, CCF4 FRET ratio;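 active means inhibition above the mean over all tested compounds plus 3 SD, cut at about 21% in these data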;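 further: 0% = DMSO only wells and 100% = clavulanate BLA inhibitor control wells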
SRC1 inh = inhibits human SRC1 coactivator. Q15788. HEK293 GAL4-SRC1 luciferase reporter, luminescence. inhibition, % at 3.6 µM. actives 0.12% (n = 360,000);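 active means inhibition above the campaign mean plus 3 SD, with each screening campaign given its own cutoff, cut at about 60% in these data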;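 further: 0% = DMSO treated cells and 100% = gossypol at 36 µM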
C8 TRAIL sens = caspase-8 TRAIL sensitization; NB7+C8 cells + TRAIL, ATPlite viability luminescence; inhibition (viability loss, TRAIL sensitization), % at 10 µM; actives 1% (n = 360,000);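 active means compounds causing at least 50% loss of cell viability in the single-dose screen, relative to plate controls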
TROY signal inh = inhibitors of TROY-dependent NF-kB signaling; Q293 LMP1-TROYcd NF-kB luciferase reporter, 4 h; inhibition, % at 10 µM; actives 0.98% (n = 360,000); AID 1347056;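 active means compounds whose plate-normalised and pattern-corrected inhibition of the luciferase reporter signal at the single screening dose is 50% or more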
NCOA2 inhibitor = inhibits human steroid receptor coactivator 2; HEK293 GAL4-SRC2 luciferase reporter, luminescence; Q15596; AID 651957; actives 0.17% (n = 370,000); inhibition, % at 9 µM;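 active means inhibition above the mean inhibition of all tested compounds plus 3 SD, set per campaign, cut at about 52% in these data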;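 further: 0% = DMSO treated cells and 100% = cells given Gossypol at 36 µM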
TWEAK Fn14 block = inhibitors of TWEAK-Fn14 interaction signaling. TWEAK-stimulated Fn14 reporter cells, luciferase luminescence, 8 h. inhibition, % at 10 µM. actives 2% (n = 360,000); in the data active means inhibition above about 50%
NOD2-RIPK2 inh = blocks binding of human NOD2 to RIPK2 | actives 0.38% (n = 360,000) | O43353 | inhibition, % at 4.98 µM | CHO BLA complementation NOD2-RIPK2, CCF4 ratio; in the data active means inhibition above about 21%;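 further: 0% = vehicle only and 100% = reference blocker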
Target sequence (O43353 whole entry, looked up): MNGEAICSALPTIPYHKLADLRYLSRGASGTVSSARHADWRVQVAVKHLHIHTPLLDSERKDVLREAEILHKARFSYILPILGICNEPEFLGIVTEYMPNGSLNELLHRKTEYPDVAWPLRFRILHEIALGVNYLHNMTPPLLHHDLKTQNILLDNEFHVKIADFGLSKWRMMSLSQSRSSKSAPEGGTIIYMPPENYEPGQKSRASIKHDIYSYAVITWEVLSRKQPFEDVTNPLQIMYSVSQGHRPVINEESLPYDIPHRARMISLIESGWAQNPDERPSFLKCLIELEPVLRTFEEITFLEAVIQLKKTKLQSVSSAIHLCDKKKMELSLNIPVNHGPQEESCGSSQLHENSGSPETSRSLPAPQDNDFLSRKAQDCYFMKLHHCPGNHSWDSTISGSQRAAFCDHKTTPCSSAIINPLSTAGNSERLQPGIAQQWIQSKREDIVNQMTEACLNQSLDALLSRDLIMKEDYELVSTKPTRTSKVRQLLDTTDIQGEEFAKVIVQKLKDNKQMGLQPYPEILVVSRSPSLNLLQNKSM
COUP-TFII inh = inhibitors of human COUP-TFII (NR2F2); AID 686940; HEK293T NGFI-A luciferase reporter, luminescence; P24468; inhibition, % at 8.6 µM; actives 0.7% (n = 370,000);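 active means inhibition above a per-plate cutoff, mean inhibition of test wells between control levels plus 3 SD, cut at about 38% in these data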;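 further: cells cotransfected with COUP-TFII expression vector driving the NGFI-A reporter; 0% = median of COUP-TF2 test wells and 100% = reporter-only cells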
NR5A2 inv ag = suppresses constitutive activity of human LRH-1; O00482; HEK293T StAR-luciferase reporter, LRH-1 transfected, 24 h; inhibition, % at 3.6 µM; actives 0.13% (n = 360,000);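 active means inhibition above the mean inhibition of all tested compounds plus 3 SD, cut at about 73% in these data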;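 further: 0% = DMSO wells and 100% = reporter-only cells lacking LRH-1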
Target sequence (O00482 whole entry, looked up): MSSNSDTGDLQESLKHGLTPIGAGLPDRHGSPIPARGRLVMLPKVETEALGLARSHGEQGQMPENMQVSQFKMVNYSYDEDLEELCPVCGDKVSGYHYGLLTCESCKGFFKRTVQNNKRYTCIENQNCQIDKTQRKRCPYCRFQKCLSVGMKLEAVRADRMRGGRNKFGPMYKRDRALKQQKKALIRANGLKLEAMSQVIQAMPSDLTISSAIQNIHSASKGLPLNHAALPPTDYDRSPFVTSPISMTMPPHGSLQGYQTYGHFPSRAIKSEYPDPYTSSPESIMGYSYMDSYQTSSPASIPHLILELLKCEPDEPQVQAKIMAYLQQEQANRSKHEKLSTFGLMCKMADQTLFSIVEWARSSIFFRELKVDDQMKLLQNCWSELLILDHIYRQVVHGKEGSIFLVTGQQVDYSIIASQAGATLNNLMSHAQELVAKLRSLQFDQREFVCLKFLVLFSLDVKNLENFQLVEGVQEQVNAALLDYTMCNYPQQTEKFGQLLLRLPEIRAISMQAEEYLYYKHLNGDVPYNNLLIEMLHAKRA
SRC3 inh = inhibitors of human steroid receptor coactivator 3 (SRC3). HEK293 GAL4-SRC3 luciferase reporter, luminescence. Q9Y6Q9. inhibition, % at 3.6 µM. actives 0.17% (n = 360,000);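 active means inhibition above a per-campaign cutoff, the mean of all compounds plus 3 SD, cut at about 60% in these data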;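 further: 0% = DMSO-treated cells and 100% = gossypol-treated cells at 36 µM; higher means less SRC3-driven luciferase light from the GAL4 reporter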
LMP1 NFkB inh = Epstein-Barr LMP1 NF-kappaB reporter inhibition; LMP1-induced NF-kappaB luciferase reporter cells, luminescence; inhibition, % at 12.5 µM; actives 0.69% (n = 350,000); in the data active means inhibition above about 41%;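 further: 0% = neutral control wells and 100% = reference inhibitor control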
Starred values were filed as active, the others as inactive; · = no result given. The list is partial; rates above refer to the full screens.

SMILES	TLR9-MyD88 block	SRC1 inh	C8 TRAIL sens	TROY signal inh	NCOA2 inhibitor	TWEAK Fn14 block	NOD2-RIPK2 inh	COUP-TFII inh	NR5A2 inv ag	SRC3 inh	LMP1 NFkB inh
CC(OC(=O)c1ccccc1NCCO)C(=O)NC1CCCCC1C (stereo unspecified)	2	3	-1	6	-27	-1	-1	2	6	0	3
Cn1cncc1C(=O)c1ccccc1	0	-62	-13	3	15	1	-3	-6	7	7	-3
CC(C)Sc1nc(-c2ccccc2)cc(=O)[nH]1	-7	-29	-4	9	14	-6	4	4	11	-36	-11
Cc1sc2ncnc(OCC(=O)c3ccc(S(=O)(=O)N4CCCC4)cc3)c2c1C	3	-10	0	8	-12	15	-5	-2	6	7	12
Cc1ccc(NC(=O)CSc2nccc(=O)[nH]2)c(S(=O)(=O)N2CCOCC2)c1	-1	12	-8	8	1	0	-20	-6	-8	15	3
CC(=O)Nc1cccc(/C(C)=N/NC(=O)c2ccc(CN3CCOCC3)cc2)c1	5	-10	-5	6	-17	11	-2	0	-3	17	-17
CCOc1cc(C2CC(=O)NC3=C2C(=O)C(C(=O)OC)C(C)C3)cc(Br)c1O (stereo unspecified)	8	10	10	16	-2	-33	-7	7	14	0	5
CCOC(=O)N1CCC(NC(=O)CSCc2nc(-c3ccc(OC)cc3)oc2C)CC1	7	-1	20	1	2	6	6	6	-14	14	5
Nc1nc2ccccc2cc1S(=O)(=O)c1ccccc1	-1	7	8	14	11	3	5	12	-4	1	3
Cc1cc(Br)ccc1NC(=O)CN(C)C(=O)COc1cccc2c1OC(C)(C)C2	-7	-8	7	-18	-34	-13	-4	3	5	10	-8
O=C(C1CCN(S(=O)(=O)c2cccnc2)CC1)N1CCN(C2CCCC2)CC1	-3	-2	0	-3	·	0	-10	·	25	8	-1
CCc1ccccc1NC(=O)c1ccc2snnc2c1	-3	16	-7	0	-24	-8	-6	-24	0	-22	-6
Cc1ccc(C(=O)Nc2ccccc2Oc2ccccc2)cc1[N+](=O)[O-]	0	-9	2	-15	12	18	-11	2	10	2	-29
O=C(CSc1nccn1Cc1ccco1)Nc1ccccc1F	11	-22	4	-18	6	-14	0	18	-27	-10	-2
CCCOc1ccc(N2C(=O)C3ON(c4ccccc4)C(CCC)C3C2=O)cc1 (stereo unspecified)	9	-5	-4	13	16	10	3	-4	0	1	0
O=C(COc1ccc2c(c1)OCO2)NCc1cccs1	10	-21	-6	-32	9	5	-8	-17	0	-9	-4
CCCCNC(=O)Cn1nc(C)c(S(=O)(=O)N2CCOCC2)c1C	2	2	-3	-2	-2	11	2	-3	-7	1	3
O=C(Nc1ccccc1C(=O)NCCc1ccccc1)c1cnccn1	9	-25	0	-23	-33	-39	-4	-17	-25	-39	-8
O=C(Nc1ccc2c(c1)OCCO2)c1c(F)cccc1F	3	-111	2	-45	·	-5	1	·	-138	-81	-19
CCOC(=O)CSc1nnc(CNC(=O)c2ccc(S(=O)(=O)N3CCCCC3)cc2)n1C	0	-19	-16	4	7	-14	-6	-6	-18	10	-4
N#Cc1nc(-c2ccco2)oc1N1CCN(C(c2ccccc2)c2ccccc2)CC1	1	-5	5	1	5	-2	-9	3	4	13	0
Fc1ccc(Nc2nc(Oc3ccc4c(c3)OCO4)nc(N3CCOCC3)n2)c(F)c1	1	2	-11	-3	-15	8	-8	2	4	4	2
CC(C)NC(=O)CCCN1C(=O)c2ccccc2Sc2ncccc21	-12	-2	-11	-13	5	17	-3	-19	-9	2	8
Cc1onc(-c2ccccc2)c1C(=O)NC(=S)NNC(=O)c1ccc(O)cc1O	-4	64*	9	9	23	38	-1	50*	89*	73*	43*
COC(=O)c1ccc2ccccc2n1	·	-27	-2	-25	·	2	-11	·	3	0	·
Nc1nn(-c2ccccc2)c(N)c1N=Nc1ccccc1	5	-94	24	-44	-16	23	-6	-57	-138	-73	-13
CC1(C)CC(=O)C2=C(C1)OC(N)=C(C#N)C2C#Cc1ccccc1 (stereo unspecified)	4	-42	13	-6	-11	-15	10	2	-2	5	-2
CC(=O)Nc1cccc(NC(=O)c2cc([N+](=O)[O-])ccc2N2CCCCC2)c1	-3	-12	-10	-15	-5	-7	-9	-7	6	-4	5
CN(CC(=O)NCC1CCCCC1)CC(=O)Nc1ccc(F)cc1	11	0	-22	3	-17	0	-13	11	14	4	5
N#Cc1ccccc1S(=O)(=O)N1CCN(C(=O)c2cc(=O)[nH]c3ccccc23)CC1	-6	-1	2	-5	24	2	4	0	-9	10	0
Cc1nnc(SCC(=O)Nc2nc(-c3ccc(F)cc3)cs2)[nH]c1=O	5	-42	-4	-38	-24	1	0	-31	-32	-10	-9
Nc1cccc(C(=O)c2ccccc2C(=O)O)c1	-13	-6	-9	5	6	-4	4	14	-21	14	0
CC(C)CNc1nc2c(c(=O)n(C)c(=O)n2C)n1Cc1cccc(Br)c1	-1	-5	-4	10	-2	-30	-8	-1	3	14	8
COCCCn1nnnc1SCC(=O)Nc1nc(C)c(C)s1	7	-12	-9	-36	-7	-15	-2	-6	-12	-5	-10
Cc1cc(/C=C(\C#N)C(=O)Nc2ccccc2)c(C)n1-c1ccc2c(c1)OCO2	10	-14	9	10	-10	2	4	-1	-24	-25	7
CC(C(=O)NCC1(c2ccccc2)CCOCC1)N1CCOCC1 (stereo unspecified)	-8	4	0	2	-22	-6	2	12	-8	-2	-5
O=C(N/N=C\C=C\c1ccc2c(c1)OCO2)c1cccnc1	-8	-13	1	-30	-1	-19	-7	-12	23	1	-11
O=C(NC1CCN(Cc2ccccc2)CC1)c1ccccc1NS(=O)(=O)c1ccc(F)cc1	2	-10	-8	12	-12	-6	-21	3	11	21	-3
NS(=O)(=O)c1ccc(NC(=O)C2(c3ccccc3)CCCC2)cc1	-3	3	-2	-11	-3	8	-4	-20	-8	-11	-20
CCn1c(SCC(=O)N2CCOCC2)nc2c([nH]c3ccccc32)c1=O	-13	-3	5	-3	-2	14	-3	-2	-1	-18	-10
COc1ccc(N(C(=O)C2COc3ccccc3O2)C(C(=O)NC2CCCCC2)c2ccccc2)cc1OC (stereo unspecified)	3	-5	13	9	-4	3	-2	-6	19	-4	5
C/C(=N\NC(=O)Cc1ccc(Cl)cc1)c1ccccn1	-1	34	-4	-23	5	-124	-13	5	-2	17	37
CCCCn1nnc(NC(=O)c2ccc(-c3ccccc3)cc2)n1	-6	-42	12	-14	-21	-12	-1	-16	-2	-26	-14
COc1ccc(NC(=O)NC(C)c2ccc3c(c2)OCO3)c(OC)c1 (stereo unspecified)	-3	-1	14	1	4	-4	3	16	-5	-48	-4
CCN(C(=S)NC(=O)c1ccco1)c1cccc2ccccc12	-7	5	-16	32	-8	49	5	-1	13	12	-5
COc1ccc(N(CC(=O)N/N=C/c2ccc(N(C)C)cc2)S(=O)(=O)c2ccccc2)cc1	-9	-65	7	7	7	0	-9	-1	14	13	4
CC(C)n1c(N2CCN(C(=O)c3cccs3)CC2)nc2ccccc21	8	-8	2	2	5	7	-4	2	-14	-6	-19
CCOc1ccc(NC(=O)COC(=O)c2cc(S(=O)(=O)N3CCCC3)ccc2C)cc1	-11	-7	2	8	-4	3	-6	-9	-12	6	1
CC(=O)Nc1cccc(-c2nnc(SCc3ccccc3C#N)n2C)c1	-4	10	-13	-31	-15	-14	-1	0	2	-4	7
CCCOC(=O)c1ccc(NC(=O)C(=O)NCC2CCCO2)cc1 (stereo unspecified)	5	-15	-16	-46	-6	-10	-9	-11	-29	12	-11
CC(C)(C)OC(=O)NCCC(=O)N/N=C/c1ccc2nccnc2c1	0	12	-18	-10	-22	12	-6	0	16	3	0
Cc1ccc(C)c(N2CCN(S(=O)(=O)c3ccc4c(c3)oc(=O)n4C)CC2)c1	-5	4	-10	5	-2	24	4	-16	0	8	-1
O=C1c2ccccc2C(=O)N1CCn1nc(Cl)nc1Cl	1	-6	-8	-1	-4	11	-11	8	-10	-3	5
NC(=S)NN=C(c1ccccc1)c1ccccc1	4	-7	-7	6	19	28	-12	7	10	-14	8
CC(=O)c1ccc(NS(=O)(=O)c2ccc([N+](=O)[O-])cc2)cc1	3	-8	-3	1	-41	7	-6	0	23	-36	-3
Cc1cc(C)cc(OCC(=O)N2CCN(c3ncccn3)CC2)c1	3	-30	-7	-13	-39	0	-6	6	-26	1	-2
COc1ccc(N2CCN(C(=O)/C=C/[C@H]3O[C@@H](n4ccc(=O)[nH]c4=O)[C@H](O)[C@@H]3O)CC2)cc1	·	2	-13	-24	-15	-6	-2	-10	-5	7	·
CCCCOc1ccc2ccccc2c1C=O	11	-28	6	-66	-26	-14	5	-7	-4	4	-23
CN(C)C(=O)c1cc2cc([N+](=O)[O-])ccc2s1	-9	0	3	13	-6	1	-5	7	13	18	7
CCN(CC)CCNC(=O)c1ccc(Sc2ccc(C)cc2)c(NC(C)=O)c1	8	-15	-1	-7	-2	8	0	8	-4	18	-1
Next section
SMILES	TLR9-MyD88 block	SRC1 inh	C8 TRAIL sens	TROY signal inh	NCOA2 inhibitor	TWEAK Fn14 block	NOD2-RIPK2 inh	COUP-TFII inh	NR5A2 inv ag	SRC3 inh	LMP1 NFkB inh
COC(=O)c1c(-c2ccccc2)c[nH]c1C	9	-39	-16	-15	-38	-19	6	-31	-2	-12	-16
CCNS(=O)(=O)c1ccc(CCC(=O)N2CCC(C)CC2)cc1	4	2	9	20	-9	-4	12	0	-2	-10	-1
COc1cc(-c2nc3cnccn3c2Nc2ccc(C(C)C)cc2)ccc1O	9	-69	-1	8	-76	19	-2	-23	-89	-2	-2
Cc1cccc(C)c1NC(=O)C1c2ccccc2OCC(=O)N1CCc1ccccc1 (stereo unspecified)	·	·	-4	5	-4	1	4	-12	22	·	·
O=C1CC(C(=O)NCc2ccccc2)N=C(N2CCCCC2)N1 (stereo unspecified)	-6	-11	2	-5	4	1	3	-12	9	6	-3
Cc1ccc(C)c(N(C)C(=O)c2cc3c(=O)[nH]c4ccc(C)cc4c3s2)c1	2	-14	9	22	-11	-123	2	17	10	9	8
CC(=O)C1C=CC(C)(C(=O)O)C2C=C(C)C(=O)C(C)(O)C12 (stereo unspecified)	-8	-5	6	13	-10	-4	1	2	1	11	3
O=C1CN(C(=O)NCC(=O)N2CCCC2)c2ccccc2N1	1	-2	-3	-6	23	-9	-7	-16	2	5	-10
O=C1CCCc2cc(S(=O)(=O)N3CCC(C(=O)NCc4ccccc4)CC3)ccc2N1	6	5	-7	-2	-14	0	-8	10	14	-4	7
COc1cc(-c2noc(-c3cccs3)n2)cc(OC)c1OC	-4	-38	7	12	-7	-12	3	-24	-10	-23	-3
COc1ccc(/C=C/C(=O)Nc2ccc(S(=O)(=O)Nc3cc(C)nc(C)n3)cc2)cc1OC	1	2	3	-11	1	6	-7	-13	-23	-19	-13
CCC(CC)N1CCN(C(=O)c2cccc(Cl)c2)CC1	-12	-1	0	13	0	17	5	0	-9	-4	-4

Reprinted from the entries so far (two entries):
SMILES	TLR9-MyD88 block	SRC1 inh	C8 TRAIL sens	TROY signal inh	NCOA2 inhibitor	TWEAK Fn14 block	NOD2-RIPK2 inh	COUP-TFII inh	NR5A2 inv ag	SRC3 inh	LMP1 NFkB inh
CC(OC(=O)c1ccccc1NCCO)C(=O)NC1CCCCC1C (stereo unspecified)	2	3	-1	6	-27	-1	-1	2	6	0	3
Cn1cncc1C(=O)c1ccccc1	0	-62	-13	3	15	1	-3	-6	7	7	-3

Screening results (PubChem)
